Screens: PubChem BioAssay, several laboratories
core dimer inh – HCV core protein dimerization inhibition; TR-FRET GST/Flag-core106 dimerization, 1536-well; inhibition, % at 5 µM; 300,000 tested, 0.33% active;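 active = inhibition above the mean of all tested compounds plus 3 SD, set per screening campaign, cut at about 45% in these data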
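System: GST/Flag-tagged HCV core106 proteins. Incubation: compound-protein-antibody incubation 4 h at 22.5 °C. Technique: HTRF with 340 nm excitation, 617/671 nm emission. Medium: KF-containing HEPES buffer, pH 7.45, DTT, CHAPS, BSA. Read-out: inhibition (%) from 671 over 617 nm ratio. Also added: Eu(K)-anti-GST 90 ng/mL plus XL665-anti-Flag 1 µg/mL.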
LYPLA2 inh – counter-screen for PME1 inhibitors: inhibitors of human LYPLA2 | O95372 | AID 2177 | recombinant LYPLA2, FP-Rh probe fluorescence polarization | 320,000 tested, 0.38% active | inhibition, % at 5.9 µM;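 active = inhibition above the screen-wide mean plus 3 SD, limit set per campaign, cut at about 26% in these data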;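 note: 0% = LYPLA2 with DMSO and 100% = wells lacking LYPLA2 enzyme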
Target sequence (O95372 whole entry, looked up): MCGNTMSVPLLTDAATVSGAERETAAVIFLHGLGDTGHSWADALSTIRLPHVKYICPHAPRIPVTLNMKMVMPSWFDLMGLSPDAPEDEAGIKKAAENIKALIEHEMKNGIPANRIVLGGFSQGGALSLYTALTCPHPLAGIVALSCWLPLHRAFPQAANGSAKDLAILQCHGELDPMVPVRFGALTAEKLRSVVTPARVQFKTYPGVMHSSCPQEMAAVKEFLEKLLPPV
PP1 inh – counter-screen for PP5 inhibitors: inhibitors of human PP1-alpha; P62136; purified PP1alpha, OMFP fluorescence; inhibition, % at 6.7 µM; AID 2235; 320,000 tested, 0.9% active;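 active = inhibition above the mean inhibition of all tested compounds plus 3 SD, computed separately for each screening campaign, cut at about 15% in these data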
Target sequence (P62136 whole entry, looked up): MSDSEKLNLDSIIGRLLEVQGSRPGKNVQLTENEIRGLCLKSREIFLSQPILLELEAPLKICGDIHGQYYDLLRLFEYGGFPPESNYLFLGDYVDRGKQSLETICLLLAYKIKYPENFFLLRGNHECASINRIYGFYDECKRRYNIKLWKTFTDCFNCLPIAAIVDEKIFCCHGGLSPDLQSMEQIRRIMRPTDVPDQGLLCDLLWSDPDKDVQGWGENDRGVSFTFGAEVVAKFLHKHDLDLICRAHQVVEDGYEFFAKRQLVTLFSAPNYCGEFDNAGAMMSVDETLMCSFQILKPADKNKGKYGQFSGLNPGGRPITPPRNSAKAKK
Fh CTSL1 inh – blocks F. hepatica cathepsin L1 in PFM18AAP counter-screen. recombinant F. hepatica cathepsin L1, Z-Leu-Arg-MCA fluorescence. inhibition, % at 5.96 µM. 300,000 tested, 0.49% active. AID 1906;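 active = inhibition above the mean of all tested compounds plus 3 SD, set per screening campaign, cut at about 17% in these data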;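 note: 0% = plate median of test compound wells and 100% = 1 µM Z-Phe-Ala-diazomethylketone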
Efflux pump inh – antifungal efflux pump inhibition, Nile Red retention; S. cerevisiae Candida pump triplex; inhibition, % at 10 µM; 330,000 tested, 0.44% active; AID 485275;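 active = plate passing quality check with inhibition over a set limit, or well fluorescence over plate mean plus 4 SD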;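 note: Nile Red retained in pooled yeast measured as flow cytometry median fluorescence; 0% = buffer negative control and 100% = Enniatin B positive control; higher means more Nile Red kept so more efflux inhibition; some compounds called inactive have numbers as strong as hits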
TPT1 inh – inhibitors of Candida albicans tRNA 2'-phosphotransferase TPT1; 300,000 tested, 0.81% active; recombinant caTPT1, FP RNA substrate dephosphorylation; inhibition, % at 5 µM;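 active = inhibition above the mean of all tested compounds plus 3 SD, set per screening campaign, cut at about 24% in these data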;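 note: plate controls were DMSO alone for no effect and ferristatin control at 100 nM for full effect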
JMJD2C inh – inhibitors of human GASC-1 (JMJD2C) demethylase | inhibition, % at 2.35 µM | AID 2099 | 330,000 tested, 0.069% active | GST-JMJD2C(1-420) H3K9me3 demethylation, DELFIA europium;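 active = more than half of a compound's replicate wells show inhibition beyond 50%, single wells judged on their own value; inconclusive = some, but no more than half, of replicates pass 50% inhibition; inactive = no replicate passes 50% inhibition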;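 note: signal counts dimethyl H3K9 product captured on neutravidin plate; 0% = median of DMSO wells and 100% = 0.3 times that DMSO median; strong numbers were not always called active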
PREPL inhibitor – human PREPL enzyme inhibition; 320,000 tested, 0.68% active; inhibition, % at 5.96 µM; AID 2751; Q4J6C6; recombinant PREPL, fluorescence polarization activity-based probe; in the data active = inhibition above about 43%;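 note: 0% = enzyme with DMSO and 100% = wells lacking enzyme; many of its hits are not listed in these tables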
PP5 inh – blocks human protein phosphatase 5 activity | P53041 | purified PP5c, OMFP substrate fluorescence | inhibition, % at 6.7 µM | 320,000 tested, 0.18% active | AID 1987;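 active = inhibition above the campaign's mean inhibition across all tested compounds plus 3 SD, cut at about 9.5% in these data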;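 note: 0% = DMSO only and 100% = 100 µM cantharidin control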
Target sequence (P53041 whole entry, looked up): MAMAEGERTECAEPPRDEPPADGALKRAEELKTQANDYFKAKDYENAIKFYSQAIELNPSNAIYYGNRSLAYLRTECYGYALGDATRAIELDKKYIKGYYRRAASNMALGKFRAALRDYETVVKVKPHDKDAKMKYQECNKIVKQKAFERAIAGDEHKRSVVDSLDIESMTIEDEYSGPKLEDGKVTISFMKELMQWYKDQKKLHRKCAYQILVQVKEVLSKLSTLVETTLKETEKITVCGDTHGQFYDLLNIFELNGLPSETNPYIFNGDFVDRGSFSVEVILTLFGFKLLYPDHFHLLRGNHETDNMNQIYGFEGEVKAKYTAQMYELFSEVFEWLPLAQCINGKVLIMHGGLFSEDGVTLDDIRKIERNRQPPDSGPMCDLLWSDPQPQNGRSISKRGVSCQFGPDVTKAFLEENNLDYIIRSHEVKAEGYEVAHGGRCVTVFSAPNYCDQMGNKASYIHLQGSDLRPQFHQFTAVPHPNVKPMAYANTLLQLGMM
* hit, by the source's call; ? = inconclusive; · = no result given; & = joins results of further samples.

Codes – A = core dimer inh; B = LYPLA2 inh; C = PP1 inh; D = Fh CTSL1 inh; E = Efflux pump inh; F = TPT1 inh; G = JMJD2C inh; H = PREPL inhibitor; I = PP5 inh
CN(C)CCOc1ccccc1Cc1ccccc1
  A: 14 | B: -3 | C: -1 | D: -2 | E: 0.2 | F: -4 | G: -6&12 | H: -15 | I: 0.7
O=C(Nc1ccc(C(=O)O)c(O)c1)c1ccccc1
  A: 5 | B: 6 | C: -1 | D: -1 | E: -0.2 | F: -4 | G: 3 | H: -5 | I: -0.1
C/C=C(/C)C(=O)OC1c2c(ccc3ccc(=O)oc23)OC(C)(C)C1OC(=O)/C(C)=C\C (stereo unspecified)
  A: 11 | B: -3 | C: 7 | D: -3 | E: 1.0 | F: 4 | G: 6 | H: 0 | I: -0.7
COc1c(O)cc2c(c1O)[C@@H]1O[C@H](CO)[C@@H](O)[C@H](O)C1OC2=O (stereo partly specified)
  A: -1 | B: 0 | C: -3 | D: 0 | E: -0.1 | F: -5 | G: · | H: 6 | I: 0.9
COc1ccc2ccc(=O)oc2c1
  A: 0 | B: 8 | C: -1 | D: 2 | E: -0.1 | F: -2 | G: ? | H: 0 | I: 4.9
COc1ccc(/C=N/NC(=O)c2ccncc2)cc1OC
  A: -9 | B: 5 | C: -1 | D: 1 | E: 0.0 | F: 3 | G: -6 | H: -1 | I: 0.5
COc1ccc2nc(NC(=O)Nc3ccccc3)sc2c1
  A: -7 | B: -4 | C: 2 | D: 0 | E: -0.2 | F: -3 | G: 1 | H: 5 | I: 3.4
COc1cc2nc(N3CCN(C(=O)[C@H]4COc5ccccc5O4)CC3)nc(N)c2cc1OC
  A: -10 | B: 3 | C: 1 | D: 3 | E: -0.1 | F: -1 | G: -2 | H: 15 | I: 0.8
CCCOC(=O)c1ccc(O)cc1
  A: -6 | B: 5 | C: 2 | D: -1 | E: 0.1 | F: -1 | G: -1 | H: 8 | I: 5.2
NNC(=O)CP(=O)(c1ccccc1)c1ccccc1
  A: 10 | B: -1 | C: 1 | D: -1 | E: -0.1 | F: -1 | G: 2 | H: 16 | I: -0.1
Cc1[nH]c2ccccc2c1/C=N/NC(N)=S
  A: -9 | B: 6 | C: 2 | D: 92* | E: 0.0 | F: 2 | G: -13 | H: 12 | I: 2.5
O=c1cc(-c2ccc(O)cc2)oc2cc(O[C@@H]3O[C@H](CO)[C@@H](O)[C@H](O)[C@H]3O[C@@H]3OC[C@](O)(CO)[C@H]3O)cc(O)c12
  A: -12 | B: -1 | C: 4 | D: 3 | E: · | F: -4 | G: -1 | H: 17 | I: 2.2
CCc1c2c(nc3ccc(OC(=O)N4CCC(N5CCCCC5)CC4)cc13)-c1cc3c(c(=O)n1C2)COC(=O)[C@]3(O)CC
  A: 8 | B: 0 | C: -7 | D: 0 | E: 0.1 | F: 0 | G: -21 | H: -1 | I: 2.6
CCC(=O)O[C@]1(C(=O)SCF)[C@H](C)C[C@H]2[C@@H]3C[C@H](F)C4=CC(=O)C=C[C@]4(C)[C@@]3(F)[C@@H](O)C[C@@]21C
  A: 8 | B: 3 | C: 4 | D: 3 | E: 0.0 | F: 2 | G: -2 | H: 7 | I: 0.2
COC(=O)C1=CO[C@@H](OC2OC(CO)C(O)C(O)C2O)[C@@H]2[C@@H](C)[C@@H](O)C[C@H]12 (stereo partly specified)
  A: -1 | B: -2 | C: -42 | D: -4 | E: 0.1 | F: -4 | G: 68 | H: 2 | I: 0.6
Cc1cccc2c1NC(=O)/C2=C\C(=O)c1cccs1
  A: -2 | B: 2 | C: 4 | D: 0 | E: -0.2 | F: 1 | G: -19 | H: 2 | I: 0.4
CNc1c2c(nn1C)CCCC2
  A: 7 | B: 2 | C: -4 | D: -4 | E: -0.1 | F: 0 | G: 11&3 | H: -1 | I: 0.4
O=C(O)/C=C/c1ccc(O)cc1
  A: 0 | B: 0 | C: -1 | D: -1 | E: -0.2 | F: -1 | G: -4 | H: -3 | I: -2.0
CC12CCC(=O)C=C1CCC1C2CCC2(C)C1CC[C@]2(O)C(=O)CO (stereo partly specified)
  A: 1 | B: 5 | C: 0 | D: 1 | E: 0.0 | F: 2 | G: -1 | H: 9 | I: 3.0
Nc1ncnc2nc[nH]c12
  A: 6&-7&-3 | B: 1&-3&5 | C: -4&-1&-3 | D: -4&1&-4 | E: 0.0&-0.1&0.4 | F: -4&-5&-5 | G: -29&20&-24 | H: -1&-2&4 | I: 0.4&-0.5&3.6

Gathered by group: the entries above containing four or more nitrogen atoms.
Codes – A = core dimer inh; B = LYPLA2 inh; C = PP1 inh; D = Fh CTSL1 inh; E = Efflux pump inh; F = TPT1 inh; G = JMJD2C inh; H = PREPL inhibitor; I = PP5 inh
COc1cc2nc(N3CCN(C(=O)[C@H]4COc5ccccc5O4)CC3)nc(N)c2cc1OC
  A: -10 | B: 3 | C: 1 | D: 3 | E: -0.1 | F: -1 | G: -2 | H: 15 | I: 0.8
Cc1[nH]c2ccccc2c1/C=N/NC(N)=S
  A: -9 | B: 6 | C: 2 | D: 92* | E: 0.0 | F: 2 | G: -13 | H: 12 | I: 2.5
CCc1c2c(nc3ccc(OC(=O)N4CCC(N5CCCCC5)CC4)cc13)-c1cc3c(c(=O)n1C2)COC(=O)[C@]3(O)CC
  A: 8 | B: 0 | C: -7 | D: 0 | E: 0.1 | F: 0 | G: -21 | H: -1 | I: 2.6
Nc1ncnc2nc[nH]c12
  A: 6&-7&-3 | B: 1&-3&5 | C: -4&-1&-3 | D: -4&1&-4 | E: 0.0&-0.1&0.4 | F: -4&-5&-5 | G: -29&20&-24 | H: -1&-2&4 | I: 0.4&-0.5&3.6

Given in markdown: 2 of the compounds above
| Compound | core dimer inh | LYPLA2 inh | PP1 inh | Fh CTSL1 inh | Efflux pump inh | TPT1 inh | JMJD2C inh | PREPL inhibitor | PP5 inh |
| --- | --- | --- | --- | --- | --- | --- | --- | --- | --- |
| O=C(O)/C=C/c1ccc(O)cc1 | 0 | 0 | -1 | -1 | -0.2 | -1 | -4 | -3 | -2.0 |
| CC12CCC(=O)C=C1CCC1C2CCC2(C)C1CC[C@]2(O)C(=O)CO (stereo partly specified) | 1 | 5 | 0 | 1 | 0.0 | 2 | -1 | 9 | 3.0 |

Going on with the list.
Codes – A = core dimer inh; B = LYPLA2 inh; C = PP1 inh; D = Fh CTSL1 inh; E = Efflux pump inh; F = TPT1 inh; G = JMJD2C inh; H = PREPL inhibitor; I = PP5 inh
CC(C)(CO)C(O)C(=O)NCCCO (stereo unspecified)
  A: 9 | B: 0 | C: -4 | D: 5 | E: -0.1 | F: -6 | G: 1 | H: -2 | I: -1.9
C=C1c2cccc(O)c2C(O)=C2C(=O)[C@]3(O)C(O)=C(C(N)=O)C(=O)[C@@H](N(C)C)[C@@H]3[C@@H](O)[C@H]12
  A: -8 | B: 14 | C: 50* | D: 0 | E: -0.2 | F: -8 | G: -1 | H: 80* | I: 1.1
CC(=O)Nc1ccc(O)cc1
  A: -2 | B: 10 | C: -2 | D: -1 | E: -0.2 | F: -6 | G: · | H: 1 | I: 2.8
COc1cc([C@H]2Oc3cc([C@H]4Oc5cc(O)cc(O)c5C(=O)[C@@H]4O)ccc3O[C@@H]2CO)ccc1O
  A: -5 | B: 70* | C: 0 | D: -3 | E: 0.0 | F: -2 | G: 0 | H: 11 | I: 0.3
CCCCC1C(=O)N(c2ccccc2)N(c2ccccc2)C1=O
  A: -1 | B: -2 | C: 3 | D: 0 | E: 0.0 | F: 4 | G: -19 | H: -2 | I: 1.9
CCCCOc1ccc(CC(=O)NO)cc1
  A: -1 | B: 5 | C: 1 | D: -1 | E: 0.1 | F: 0 | G: -6&8 | H: 3 | I: 0.9
Cn1c(=O)c2c(ncn2CCO)n(C)c1=O
  A: -4 | B: 4 | C: -5 | D: -6 | E: 0.1 | F: -1 | G: -7 | H: 3 | I: 2.4
O=C(O)CNC(=O)c1ccccc1
  A: 4 | B: 2 | C: 0 | D: 1 | E: 0.1 | F: -1 | G: 36 | H: 10 | I: -0.2
COC(c1ccccc1)(c1ccccc1)C(Oc1nc(C)cc(C)n1)C(=O)O (stereo unspecified)
  A: -13 | B: 7 | C: -6 | D: -3 | E: 0.3 | F: 3 | G: -27 | H: 24 | I: 2.3
NC(N)=NC(=O)Cc1c(Cl)cccc1Cl
  A: 7 | B: 8 | C: -2 | D: 3 | E: 0.0 | F: -2 | G: 2 | H: -1 | I: -1.9
O=c1ccn([C@H]2C[C@H](O)[C@@H](CO)O2)c(=O)[nH]1
  A: -2 | B: 2 | C: -3 | D: -3 | E: -0.1 | F: -2 | G: 6 | H: 2 | I: 1.8
CC[C@]1(O)C[C@@H]2CN(CCc3c([nH]c4ccccc34)[C@@](C(=O)OC)(c3cc4c(cc3OC)N(C)[C@H]3[C@@](O)(C(=O)OC)[C@H](OC(C)=O)[C@]5(CC)C=CCN6CC[C@]43[C@@H]65)C2)C1
  A: -3 | B: -3 | C: 5 | D: 8 | E: 0.2 | F: 14 | G: 5 | H: 12 | I: -9.9
Cc1cccc(C)c1NC(=O)C1CCCCN1C (stereo unspecified)
  A: -3 | B: -1 | C: -12 | D: -9 | E: 0.3 | F: -1 | G: -1 | H: -9 | I: 3.4
COc1ccccc1OCCNCC(O)COc1cccc2[nH]c3ccccc3c12 (stereo unspecified)
  A: -10 | B: -7 | C: 2 | D: 4 | E: -0.1 | F: 2 | G: 12 | H: 37 | I: -0.7
COc1ccc(CN2CCN(C(c3ccc(F)cc3)c3ccc(F)cc3)CC2)c(OC)c1OC
  A: 11 | B: 3 | C: 9 | D: 3 | E: 0.1 | F: 1 | G: -19 | H: -10 | I: 2.9
C[C@@H]1C[C@H]2[C@@H]3C[C@H](F)C4=CC(=O)C=C[C@]4(C)[C@@]3(F)[C@@H](O)C[C@]2(C)[C@@]1(O)C(=O)COC(=O)C(C)(C)C
  A: 7 | B: -4 | C: 1 | D: -5 | E: 0.1 | F: -3 | G: 6 | H: 5 | I: 3.8
CCOC(=O)NNc1nncc2ccccc12
  A: -1 | B: 2 | C: 1 | D: 1 | E: 0.0 | F: 3 | G: · | H: -1 | I: -1.4
C/C=C(/C)C(=O)O[C@@H]1c2cc(OC)c(OC)c(OC)c2-c2c(cc3c(c2OC)OCO3)C[C@H](C)[C@]1(C)O
  A: -6 | B: 3 | C: 1 | D: 2 | E: -0.1 | F: -3 | G: -102 | H: 17 | I: 2.9
C[C@H]1c2cccc(O)c2C(O)=C2C(=O)[C@]3(O)C(O)=C(C(N)=O)C(=O)[C@@H](N(C)C)C3[C@@H](O)C21 (stereo partly specified)
  A: -5 | B: 1 | C: 2 | D: 0 | E: -0.1 | F: 2 | G: -43 | H: 2 | I: 4.2
CCCCCCc1ccc(O)cc1O
  A: -6 | B: -4 | C: -1 | D: -1 | E: 0.2 | F: 2 | G: 6 | H: 1 | I: 6.7

An excerpt; count on the stated rates, not on these rows.
